High-throughput results as filed in PubChem BioAssay.
mouse EphA4 binding: EphA4 ligand-binding antagonists – biochemical, colorimetric, mouse EphA4, primary screen (AID 689). EphA4-AP binding to KYL peptide, pNPP A405; higher % means a stronger effect. inhibition, % at 10 µM; hits with a dose series show IC50 in µM. 0.1% of 62,000 active; in the data active = a potency from the dose series; inactive = the rest, 99 in 100 with inhibition below about 22%
Starred values were filed as active, the others as inactive.

Molecule	mouse EphA4 binding
Cc1nn(CC(=O)Nc2sc3c(c2C#N)CCC(C(C)(C)C)C3)c(C)c1[N+](=O)[O-] (stereo unspecified)	-5%
CC(C)CC(=O)Nc1cccc(-c2nc3ccccc3o2)c1	3%
CO/N=C/c1ccc(N2CCN(C(=O)c3ccc(Cl)cc3Cl)CC2)c([N+](=O)[O-])c1	-2%
O=C(N/N=C/c1cccc(C(F)(F)F)c1)C1CCN(c2ncc(C(F)(F)F)cc2Cl)CC1	-8%
COC(=O)C1=C(C(=O)OC)SC(=C2C(=S)C(C)(C)N(C(=O)c3cccc(F)c3)c3c(OC)cccc32)S1	27%
C=CCc1c(C)nc(C)nc1N/N=C/c1ccc(N(C)C)cc1	3%
O=c1c2ccccc2nc(/C=C/c2ccc([N+](=O)[O-])o2)n1CCCO	6%
C=CCNC(=O)CN(c1ccc(OC)cc1OC)S(=O)(=O)c1ccc(C)cc1	-3%

Going on with the list.
Molecule	mouse EphA4 binding
Cc1ccc(CCNC(=O)CCNS(=O)(=O)c2ccc3c(c2)c(=O)n(C)c(=O)n3C)cc1	-13%
CCC(=O)Nc1nc2nc(-c3ccccc3)cc(-c3ccccc3)n2n1	-12%
CCOC(=O)C(C)P(=O)(c1ccccc1)c1ccccc1 (stereo unspecified)	-5%
CCCCn1c(Cl)nc2c1c(=O)n(C)c(=O)n2C	-7%
O=C(CCCn1c(=S)[nH]c2ccsc2c1=O)NCc1ccco1	-11%
COC(=O)c1ccc(-n2nnnc2SCC(=O)Nc2cc(OC)ccc2OC)cc1	-3%
O=S(=O)(c1ccc(S(=O)(=O)N2CCCN(Cc3ccccc3)C2)cc1)N1CCCCCC1	-26%
Cc1sc(-c2ccncc2)nc1OC(=O)c1ccc(Cl)cc1	-3%

Additional entries
Molecule	mouse EphA4 binding
Cc1ccc(Cn2ncc3c(N4CCN(Cc5ccc(Cl)cc5)CC4)ncnc32)cc1	-2%
CC(NC(=O)CSc1nnc(-c2cccc(S(=O)(=O)N3CCCCC3)c2)o1)C12CC3CC(CC(C3)C1)C2 (stereo unspecified)	0%
COc1ccc(OC)c(C2C(C#N)=C(N)Oc3c2c(C)nn3-c2ccc(C)cc2)c1 (stereo unspecified)	2%
O=C(Nc1ccc(OC(F)(F)F)cc1)c1n[nH]c(Cn2cncn2)n1	-11%
Cc1ccc2[nH]c(=O)c(C(c3nnnn3CC3CCCO3)N3CCCc4ccccc43)cc2c1 (stereo unspecified)	2%
CCC(c1nnnn1C(C)(C)CC)N(CCN1CCOCC1)Cc1cc2cc(C)ccc2[nH]c1=O (stereo unspecified)	-10%
Cc1nc([N+](=O)[O-])nn1C12CC3CC(CC(Br)(C3)C1)C2	-10%
COc1ccc(-c2nn(C)c(=O)c3ccccc23)cc1NC(=O)COc1ccc(C)cc1	-3%

More results follow.
Molecule	mouse EphA4 binding
Cc1cc(C)c(S(=O)(=O)c2ccccc2)c(OC(=O)c2c(Cl)cccc2Cl)n1	1%
C/C(N)=C(/C#N)C(=O)CSc1nnc(COc2cc(C)ccc2C)o1	-10%
CCOC(=O)Cn1c(=O)oc2cc(S(=O)(=O)NCCc3ccc(OCC)c(OCC)c3)ccc21	-4%
O=C(O)CNCC1COc2ccccc2O1 (stereo unspecified)	-26%
O=C(CCNS(=O)(=O)c1cccs1)N1CCCCCC1	-13%
O=C(COc1ccccc1)NCc1ccccn1	9%
CCc1c(C)sc(NC(=O)OC)c1C(N)=O	4%
CCCc1cc(=O)n2[nH]c(-c3cccc(F)c3)cc2n1	-5%

Fetched one by one from above:
Molecule	mouse EphA4 binding
O=C(COc1ccccc1)NCc1ccccn1	9%
O=C(O)CNCC1COc2ccccc2O1 (stereo unspecified)	-26%

Following part:
Molecule	mouse EphA4 binding
O=c1[nH]c(=O)n(Cc2ccco2)c2c1C(C(F)(F)F)(C(F)(F)F)N=C(CCC1CCCCC1)N2	-12%
N#Cc1cc(Oc2ccc3ccccc3c2)c(-n2nnc3ccccc32)cc1C#N	-11%
CCOc1ccc(NC(=O)CCN2CCN(c3ccccc3OC)CC2)cc1	13%
O=C(c1cc(-c2ccco2)on1)N1CCc2ccccc2C1	32%
Cc1oc(C)c2c(=O)ccc3c(c12)OC(N)=C(C#N)C3c1ccccc1Cl (stereo unspecified)	0%
C=CCn1c2ccccc2c2nnc(SCN3C(=O)c4ccccc4C3=O)nc21	-38%
CCn1cc(C(=O)NCCCN2CC(C)CC(C)C2)c(=O)c2cc(S(=O)(=O)N(C)C)ccc21 (stereo unspecified)	-8%
COCCOC(=O)C1=C(C)N=C2SCCC(=O)N2C1/C=C/c1ccccc1 (stereo unspecified)	-5%

Other compounds.
Molecule	mouse EphA4 binding
CCCN1Cc2cccc(C(=O)Nc3ccc4c(c3)OCCO4)c2C1=O	1%
O=C(COC(=O)c1ccncc1)Nc1cc(Cl)c(Cl)cc1Cl	0%
CCOC(=O)N1CCN(CC(O)c2ccc3cc[nH]c3c2)CC1 (stereo unspecified)	-8%
COC(=O)c1c(C(=O)OC)c2cc(C)ccn2c1Cl	-25%
COc1ccccc1N1C(=O)c2cccc3c(C(=O)O)ccc(c23)C1=O	-22%
Cn1c(=O)c2c(nc(NC3CCCCC3)n2CC(O)COc2ccccc2)n(C)c1=O (stereo unspecified)	-5%
CCCCn1c(SCC(=O)N2CCN(c3ccccc3)CC2)nc2ccsc2c1=O	32%
C=CCn1c(SCCOc2ccc(OC)cc2)nnc1C(C)NC(=O)c1ccc(OC)cc1 (stereo unspecified)	3%

More structures
Molecule	mouse EphA4 binding
O=C(O)c1cc(S(=O)(=O)N2CCCCC2)ccc1F	-18%
O=C(C1CCCN(S(=O)(=O)c2ccc(F)cc2)C1)N(Cc1cccs1)C1CC1 (stereo unspecified)	19%
COCCn1nnnc1CN1CCC(NC(=O)Nc2cccc(OC)c2)CC1	4%
O=C(NC(CO)c1ccccc1)c1ccco1 (stereo unspecified)	-7%
CCCc1nn(-c2cc(Cl)ccc2OC)c2c1C(=O)CCC2	0%
CC(C)(C)c1ccccc1OCCCCN1CCCC1	0%
CCCCC/C=C/C(=O)Nc1cccc2ccccc12	-8%
O=C(N/N=C\c1cn(-c2ccccc2)nc1-c1ccccc1)c1ccc(Br)o1	-13%

Next section.
Molecule	mouse EphA4 binding
Cc1ccc(CC(=O)NCCS(=O)c2ccc(Cl)cc2)cc1 (stereo unspecified)	-2%
CC(C)C(O)P(=O)(OCc1ccccc1)c1ccc(N(C)C)cc1 (stereo unspecified)	-3%
O=S(=O)(Nc1ccc(O)c(Br)c1)c1ccc(F)cc1	-3%
COC(=O)c1sccc1OC(C)C(C)=O (stereo unspecified)	-8%
Cc1ccc(SCC(=O)Nc2ccccc2Br)cc1	-14%
Cc1nc2ncnn2c(C)c1CCC(=O)N1CCc2ccccc2C1	-3%
Nc1nc2nc(-c3ccccc3)cc(=O)n2[nH]1	4%
COC(=O)C1=C(C)NC(C)=C(C(=O)OC)C1c1ccc(OC(=O)c2ccco2)cc1	1%

Going on with the list:
Molecule	mouse EphA4 binding
CC(C)(C)OC(=O)N1N=C(C(F)(F)F)CC1(O)C(C)(C)C (stereo unspecified)	-2%
CCOC(=O)CNC(=O)c1cccc(Cl)c1	3%
CN(Cc1ccccc1)S(=O)(=O)c1ccc(NC(=S)NC(=O)C2CCCC2)cc1	-12%
COc1ccc(N2CC(=O)N(c3ccc(OC)c(OC)c3)CC2=O)cc1OC	-5%
Cc1c(NC(=O)CCC2CCCCC2)c(=O)n(-c2ccccc2)n1C	7%
COc1ccc(NC(=O)C(CC(C)C)NS(=O)(=O)c2ccc3c(c2)CCN3C(C)=O)cc1OC (stereo unspecified)	-7%
Cn1c(C(=O)N2CCN(c3ccc(Cl)cc3)CC2)cc2c(=O)[nH]c3ccccc3c21	-6%
COCC(=O)Nc1ccccc1C(=O)Nc1ccc(OC)cc1	4%

The list continues:
Molecule	mouse EphA4 binding
COc1cc(/C=C/C(=O)Nc2cc(C(F)(F)F)ccc2Cl)cc(OC)c1OC	-1%
CN(C)c1cc[n+](CC(=O)Nc2cc(C(F)(F)F)ccc2Cl)cc1	-2%
CCc1nnc(NC(=O)CCC(=O)NC2CCCCC2)s1	7%
CCCOC(=O)NC1C(NC(=O)OCCC)N(C)C(=O)N1C (stereo unspecified)	3%
COc1ccc2c(c1)c(C(=O)CNc1nc(C)cs1)c(C)n2C	-18%
COC(=O)/C(N=Nc1cccc(C(F)(F)F)c1)=C(\C)O	-12%
CCn1c(C(=O)NC(C)c2ccc3c(c2)OCCO3)cc2sccc21 (stereo unspecified)	2%
COc1cccc(-n2cc3c(c2-c2ccccc2)c(=O)n(C)c(=O)n3C)c1	4%

(cont.)
Molecule	mouse EphA4 binding
CCOC(=O)c1c2c(n(C)c1CNC(C)C)C(=O)C(=O)c1ccc(Br)cc1-2	-2%
CNc1nc2ccccc2n1/N=C/c1cccc(OC)c1OC	-6%
Cc1ccc(CNS(=O)(=O)c2ccc3oc(C(=O)O)c(C)c3c2)cc1	-11%
O=C(c1ccc(Nc2cccc(C(F)(F)F)c2)nc1)N1CCCC1	-4%
Fc1ccc(Br)cc1C1C=C(c2cccnc2)Nc2ncnn21 (stereo unspecified)	-1%
COc1ccc(C(=O)N2CCN(C(=O)CC(C)C)CC2)cc1OC	1%
CCOC(=O)c1c(C)n(CC(COC(C)=O)OC(C)=O)c2ccc(OC(C)=O)cc12 (stereo unspecified)	4%
CCCN=Cc1c(CCC)[nH]n(-c2nc3ccccc3s2)c1=O	10%

(list continues)
Molecule	mouse EphA4 binding
CCOC(=O)c1c(-c2ccc(C)cc2)cn2ccccc12	-1%
CC(C)n1c(C(O)c2ccccc2)nc2ccccc21 (stereo unspecified)	-13%
CCCCOC(=O)c1cccc(NC(=O)C(C)Oc2ccc(OC)cc2)c1 (stereo unspecified)	11%
CCn1c(Cn2nnc(-c3ccccc3)n2)nnc1SCC(=O)Nc1ccccc1	-4%
COc1ccc(N2CC(C)Cn3c2nc2c3c(=O)n(CCN3CCOCC3)c(=O)n2C)cc1 (stereo unspecified)	-17%
O=S(=O)(NCc1csc(-c2cccnc2)n1)c1ccc2c(c1)OCCO2	-14%
COc1ccc(C(C#N)N2CCCCCC2)cc1OC (stereo unspecified)	-12%
O=C(Oc1ccccc1C(=S)N1CCOCC1)c1cccc2ccccc12	-5%

(continued)
Molecule	mouse EphA4 binding
O=C(NC1c2ccccc2-c2ccccc21)c1ccco1	-10%
COc1ccc(/C=N/NC(=O)c2cc(C)on2)c2ccccc12	-20%
COC(=O)c1nc(NC(C)=O)n[nH]1	-11%
Cn1nc([N+](=O)[O-])nc1Sc1ccc(C(C)(C)C)cc1	-7%
COc1cccc(=O)c2c(C)n(-c3cc(C)cc(C)c3)c(C)c12	4%
O/N=C1\CCCCc2ccccc21	12%
Cc1ccc(-c2nc3s/c(=C\c4ccco4)c(=O)n3n2)cc1	0%
COc1ccc(Br)cc1C(=O)Nc1cccc(NC(=O)c2ccco2)c1	4%

An excerpt of these results, with each value named.
> COC(=O)c1nc(NC(C)=O)n[nH]1
  mouse EphA4 binding = -11%
> Cn1nc([N+](=O)[O-])nc1Sc1ccc(C(C)(C)C)cc1
  mouse EphA4 binding = -7%
> COc1cccc(=O)c2c(C)n(-c3cc(C)cc(C)c3)c(C)c12
  mouse EphA4 binding = 4%
> O/N=C1\CCCCc2ccccc21
  mouse EphA4 binding = 12%

The list continues:
Molecule	mouse EphA4 binding
Cc1ccc2c(c1)CCCN2C(=O)c1cc2ccccc2oc1=O	-5%
CCSc1nc2c(c(=O)[nH]1)C(c1ccccn1)C1=C(CC(C)(C)CC1=O)N2 (stereo unspecified)	-25%
COC(=O)c1c(NC(=O)C(C)(C)C)sc2c1C(C(=O)OC)CC2 (stereo unspecified)	6%
Cc1ccccc1Cn1cc(NC(=O)c2cc3nc(-c4ccco4)cc(C(F)(F)F)n3n2)cn1	3%
Cc1oc2ccc(O)c(CN3CCOCC3)c2c1C(=O)c1ccc(Cl)cc1	11%
COc1ccc(OCCn2cncn2)cc1	-10%
Nc1nnnn1/N=C\c1ccc(Cl)c([N+](=O)[O-])c1	-14%
CCCS(=O)(=O)N1CCC(C(=O)N2CCOCC2)CC1	-12%

(more compounds)
Molecule	mouse EphA4 binding
CC(C)NC(=O)c1noc2cc([N+](=O)[O-])ccc12	-15%
COC(=O)c1cc(NC(=O)c2ccc(I)cc2)cc(C(=O)OC)c1	3%
COc1ccc(-c2cc(C(F)(F)F)n3nc(C(=O)N4CCCCC4)cc3n2)cc1OC	-3%
Cn1c2ccccc2c2nnc(SC3CCOC3=O)nc21 (stereo unspecified)	-1%
Cc1ccc2c(c1)N(CCC(=O)NCCN1CCOCC1)C(=O)CO2	-12%
COC(=O)CSc1c(-c2ccccc2)c2cc(Cl)ccc2[nH]c1=O	2%
CCC(C)NC(=O)CS(=O)Cc1nc(-c2ccccc2C)oc1C (stereo unspecified)	-2%
CCCCN(C)C(=O)CCC(=O)Nc1ccc2nc(N3CCOCC3)cc(C)c2c1	-10%

Carrying on:
Molecule	mouse EphA4 binding
CC(C)[C@H](NC(=O)NCc1cccs1)C(=O)O	-2%
COc1ccc(-n2nnnc2SCC(=O)Nc2nnc(C)s2)cc1	-26%
CCN(CC)S(=O)(=O)c1cccc(C(=O)OCC(=O)N2CC(=O)Nc3ccccc32)c1	-10%
COc1cc(C(=O)NCCN2CCOCC2)cc(OC)c1OC	2%
CC(=O)c1c(C)[nH]c(C(=O)NCc2ccccn2)c1C	-12%
Cc1ccc2c(c1)C(c1ccc(N3CCOCC3)cc1)=NNC(c1cccs1)=N2	7%
CCc1cc2c(=O)c(-n3cnc4ccccc43)coc2cc1O	10%
CCCCCCN1Cc2ccccc2C1	-15%
CC1CCN(c2c([N+](=O)[O-])nn(-c3ccc4c(c3)OCCO4)[n+]2[O-])CC1	-4%
COc1ccc(CN2C(=O)c3ccccc3C(/C=N\OCc3ccc(C)cc3)C2=O)cc1 (stereo unspecified)	-3%

This is a subset; count on the stated rates, not on these rows.
